Source: PubChem (several laboratories)
Mcl1-Bid inh – disrupts binding of human Mcl-1 to Bid peptide; 0.97% of 220,000 active; TR-FRET Mcl-1/Bid-Dy647 peptide binding, 1536-well; Q07820; inhibition, % at 21.7 µM;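 active means compounds that cut the binding signal by more than half at the single screening dose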;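 further: His-tagged Mcl-1 with europium anti-His antibody binding Bid BH3 peptide; 0% = Mcl-1 plus peptide wells and 100% = peptide-only wells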
Bim-Mcl-1 – human Bim-Mcl-1 interaction inhibition; inhibition, % at 10 µM; 0.1% of 190,000 active; Bead-based flow cytometry, Bim peptide-Mcl-1 binding;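 further: 0% = no compound tracer wells and 100% = peptide blocker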
Bcl-W Bim block – human Bim-Bcl-W interaction inhibition | bead-based flow cytometry, Bim peptide-Bcl-W binding | inhibition, % at 10 µM | 0.02% of 190,000 active;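 further: 0% = bound tracer without compound and 100% = peptide blocker; higher means less fluorescent Bim peptide bound to Bcl-W beads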
Target sequence (Q92843 whole entry, looked up): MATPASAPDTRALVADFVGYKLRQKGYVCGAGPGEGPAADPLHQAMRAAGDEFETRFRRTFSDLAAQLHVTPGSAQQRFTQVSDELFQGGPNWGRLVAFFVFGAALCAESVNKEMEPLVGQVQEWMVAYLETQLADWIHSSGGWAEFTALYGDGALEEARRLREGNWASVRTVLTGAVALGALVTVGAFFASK
RGS7-Gao reg – regulators of human RGS7-Galphao interaction. P09471. Multiplexed bead flow cytometry, RGS7-Galphao binding; actives lie on both sides. binding response (% of control), % at 10 µM. 0.35% of 220,000 active. AID 1439; in the data active means binding response below about 49% or above about 150%; inconclusive means no clear call, values can overlap the other calls; inactive means in between;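 further: fluorescent Galphao held in activated GDP-AlF4 state binding bead-coupled RGS7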
Target sequence (P09471 whole entry, looked up): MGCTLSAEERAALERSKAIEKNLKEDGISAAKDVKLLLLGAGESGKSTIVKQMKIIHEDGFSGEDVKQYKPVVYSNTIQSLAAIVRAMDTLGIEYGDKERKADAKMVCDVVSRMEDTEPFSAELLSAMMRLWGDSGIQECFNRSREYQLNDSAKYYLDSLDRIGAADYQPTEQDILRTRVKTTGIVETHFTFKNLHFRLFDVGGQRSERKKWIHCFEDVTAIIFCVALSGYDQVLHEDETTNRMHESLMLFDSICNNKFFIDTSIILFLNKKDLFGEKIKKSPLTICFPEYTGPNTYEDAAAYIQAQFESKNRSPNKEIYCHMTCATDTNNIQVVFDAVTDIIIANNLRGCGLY
RGS4-Gao reg – human RGS4-Galphao interaction regulation | P09471 | Multiplexed bead flow cytometry, RGS4-Galphao binding; actives lie on both sides | binding response (% of control), % at 10 µM | 0.33% of 220,000 active | AID 1415; in the data active means binding response below about 49% or above about 150%; inactive means in between;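 further: fluorescent Galphao activated with aluminum fluoride binding bead-coupled RGS4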
Bcl-2 Bim block – inhibitors of Bim-Bcl-2 interaction, human; P10415; Bead-based flow cytometry, Bim peptide-Bcl-2 binding; inhibition, % at 10 µM; 0.06% of 190,000 active; in the data active means inhibition above about 40%; inconclusive means no clear call, values can overlap the other calls;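 further: 0% = no compound wells with probe peptide and 100% = reference peptide inhibitor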
Target sequence (P10415 whole entry, looked up): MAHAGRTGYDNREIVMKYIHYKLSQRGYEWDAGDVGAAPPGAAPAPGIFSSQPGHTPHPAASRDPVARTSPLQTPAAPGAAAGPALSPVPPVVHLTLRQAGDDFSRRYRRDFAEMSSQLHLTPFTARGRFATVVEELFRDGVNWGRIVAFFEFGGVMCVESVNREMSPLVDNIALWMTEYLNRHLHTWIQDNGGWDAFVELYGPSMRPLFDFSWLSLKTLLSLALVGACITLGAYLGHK
RGS8-Gao – regulators of human RGS8-Galphao interaction. response (percent of control binding), % at 10 µM. P09471. AID 1423. multiplexed bead flow cytometry, RGS8-Galphao binding; actives lie on both sides. 0.34% of 220,000 active; in the data active means response below about 60% or above about 140%; inactive means in between;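 further: Galphao activated as the GDP aluminium fluoride complex binding bead-coupled RGS8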
Bcl-XL Bim block – human Bim-Bcl-XL interaction inhibition. inhibition, % at 10 µM. Bim peptide-Bcl-XL binding, bead flow cytometry, fluorescence. 0.04% of 190,000 active
GSH bead fluor – GSH bead compound fluorescence profile | GSH beads flow cytometry, compound fluorescence 488/530 nm; active compounds read high | fluorescence (KMESF) at 10 µM | 0.25% of 190,000 active; in the data active means fluorescence above about 89;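 further: glutathione beads carrying GST-tagged Bcl family fusion proteins plus one bare bead set; values are compound well signal with DMSO vehicle wells as background; inactives centre near 16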
Bim-Bcl-B – disrupts Bim peptide binding to human Bcl-B; bead-based flow cytometry; Q9HD36; 0.073% of 190,000 active; AID 951; inhibition, % at 10 µM;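 further: 0% = tracer peptide without compound and 100% = reference inhibitor peptide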
Target sequence (Q9HD36 whole entry, looked up): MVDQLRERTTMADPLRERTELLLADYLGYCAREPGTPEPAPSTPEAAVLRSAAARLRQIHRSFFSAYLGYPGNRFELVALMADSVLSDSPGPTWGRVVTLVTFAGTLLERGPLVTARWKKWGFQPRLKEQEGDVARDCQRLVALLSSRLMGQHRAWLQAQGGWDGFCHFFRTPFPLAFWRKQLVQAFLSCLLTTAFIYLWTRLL
Bim-Bfl-1 – inhibitors of Bim-Bfl-1 interaction, human | inhibition, % at 10 µM | AID 1008 | 0.12% of 190,000 active | Bead-based flow cytometry, Bim-Bfl-1 binding inhibition;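 further: 0% = wells without compound plus tracer and 100% = blocker peptide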
The depositor's hits bear a star; ? = inconclusive; [ ] = remark or other dose. Unless noted, no stated cut-off is given here; in the data, active means inhibition above about 40%.

Mcl1-Bid inh	Bim-Mcl-1	Bcl-W Bim block	RGS7-Gao reg	RGS4-Gao reg	Bcl-2 Bim block	RGS8-Gao	Bcl-XL Bim block	GSH bead fluor	Bim-Bcl-B	Bim-Bfl-1	SMILES
0	1	-6	105	104	-1	105	-7	16	-7	0	Cc1ccccc1-c1nnc(NC(=O)CSc2nc3ccccc3s2)s1
-1	0	0	104	105	-9	99	-3	17	-7	-12	Cn1ccnc1SCC(=O)Nc1ccc2ccccc2c1
-39	-2	1	98	101	-5	103	-7	19	-11	-7	Nc1nc(SCC(=O)N2CCc3ccccc32)[nH]c(=O)c1-c1ccccc1
-31	0	-3	101	98	-2	101	-4	14	-7	-4	O=C(CN1CCCc2ccccc21)NC(=O)NC1CCCCC1
-34	-2	2	104	102	0	100	-3	8	-22	1	CCCCc1n[nH]c(=S)n1Cc1ccccc1
-17	-5	-5	105	99	-10	101	-5	34	-8	-17	CCOc1ccccc1NC(=O)C1CCN(S(=O)(=O)c2ccc(OC)c(OC)c2)CC1
-58	0	-1	102	105	-4	106	-3	7	-2	-7	COc1ccc(Cl)cc1C(=O)NNC(=O)CSc1nnnn1C
-55	-1	0	?	95	-1	97	-3	12	-8	-1	C=CSc1sc(Cl)c(N(CC)CC)c1[N+](=O)[O-]
-47	0	7	112	98	2	96	4	21	0	0	O=C(O)c1cc(NCc2ccccc2C(F)(F)F)ccc1N1CCOCC1
-7	-1	-3	98	100	1	95	-1	18	-8	6	O=C(NCCc1ccccc1)/C(=C/c1ccco1)c1ccccc1
-31	-4	-5	103	102	-10	103	-7	10	-9	-5	O=C(CSc1nc2ccccc2o1)N1c2ccccc2Sc2ccccc21
-32	0	2	97	89	3	90	1	10	0	2	CCOC(=O)c1nc(S(C)(=O)=O)ncc1Cl
-36	-2	-3	99	100	1	94	-5	7	-2	-1	Cc1c(C(=O)O)cccc1N1C(=O)Nc2ccccc2N1O
-43	-1	-1	101	107	0	104	0	9	0	-1	COc1cc(C(=O)NCCc2c[nH]c3ccccc23)ccc1OCc1c(C)noc1C
-5	0	-3	92	93	-3	96	-3	17	-3	-1	COC(=O)CCc1c(C)nn(-c2ccccc2)c1C
17	-1	-2	104	102	-8	100	-7	16	-6	-12	Clc1ccc(SCCCCN2CCOCC2)cc1
-4	79*	1	155*[activator]	105	-7	99	0	21	-4	-10	CCN(CC)c1nc(N)nc(N(c2ccccc2)c2ccccc2)n1
-2	-2	0	95	97	-1	99	0	21	0	-1	O=C(Nc1ccc2c(c1)OCCO2)c1ccc(S(=O)(=O)N2CCCCC2)cc1
-16	-7	-6	98	101	-7	103	-4	25	-6	-5	CSCC[C@H](NC(=O)C1CCN(S(=O)(=O)c2ccc(C)cc2)CC1)C(=O)NC1CCS(=O)(=O)C1 (stereo partly drawn)
-38	3	1	90	89	6	96	1	6	3	1	Cc1occc1-c1nnc(SCC(=O)NCc2cccs2)n1-c1ccc(F)cc1
-29	-2	-1	96	96	-12	99	-2	12	-7	-11	CCCCCCOc1ccc(OCC(O)CN2C(=O)NC(C)(C)C2=O)cc1 (stereo not drawn)
5	0	0	101	99	-1	100	-1	26	-5	-6	CCN(CC)S(=O)(=O)c1ccc(C(=O)NCCN(C)C)cc1
-5	-2	-2	100	99	0	98	0	17	0	-1	CCOc1ccccc1CN1C(=O)c2ccccc2C1C(=O)NCC1CCCO1 (stereo not drawn)
-19	1	-1	?	101	-1	102	-3	20	-1	-3	COc1ccc(C(C)=O)cc1COc1ccc(F)cc1
-4	-3	-4	101	100	-12	101	-6	25	-7	-19	Cc1ccc(N2CC(C(=O)NC3=NCCS3)CC2=O)cc1C (stereo not drawn)
-29	0	0	112	112	-2	105	-3	15	-4	-3	O=C(CSc1nnc2ccc(-c3cccnc3)nn12)Nc1ccc(F)cc1F
-22	-6	-4	100	101	-12	98	-9	24	-8	-21	COc1ccc(NC(=S)N/N=C2/CCCc3c(C)cc(C)cc32)cc1
-19	7	3	102	98	-5	97	-2	49	-5	-11	O=C(c1ccco1)N1CCN(C(c2cccs2)c2nnnn2C2CCCC2)CC1 (stereo not drawn)
-21	-6	-5	102	104	-14	104	-9	29	-13	-19	Cc1occc1-c1nnc(SCC(=O)Nc2ccc3c(c2)OCO3)n1CC1CCCO1 (stereo not drawn)
-16	-3	-1	?	99	-4	99	-3	10	-5	-11	CN1CCC(=NNC(=O)COc2ccc(Cl)cc2)CC1
-5	0	-3	92	93	9	95	-2	16	-2	-4	O=C(OC(C(=O)NC1CCCCC1)c1ccccc1)c1ccco1 (stereo not drawn)
59*	2	1	109	112	-1	106	0	3	0	0	O=C(CCCOc1ccccc1)N1CCN(c2ccccc2)CC1
-11	-2	-4	88	82	-2	97	-3	10	-7	0	O=C(N/N=C/c1ccncc1)c1ccc(-n2cccc2)cc1
-13	-2	7	102	105	-1	110	-5	40	0	4	Cc1noc(C)c1COc1cccc(C(=O)NCc2ccccc2Cl)c1
-5	0	0	98	102	2	101	-2	27	1	0	CCC(C)C(NC(=O)C(C)NC(=O)CNC(=O)CNC(=O)OCc1ccccc1)C(=O)OC (stereo not drawn)
-1	-3	-5	104	99	-9	104	-4	23	-7	-3	Cc1cccc(NC(=O)CC2c3ccccc3Oc3ccccc32)c1
-49	-5	-1	102	99	-8	101	-4	17	-8	-15	COc1ccc(N2CCN(CC(=O)NC(=O)NCc3ccco3)CC2)cc1
-10	-2	-1	99	104	-2	101	-1	13	0	0	C=CCn1c(-c2cccc(OC)c2)nc2nc3ccccc3nc21
-35	-7	-2	100	101	2	102	-4	6	-13	-1	Cc1ccc(-c2cn(-c3ccccc3)c(SCC(=O)NC3CCS(=O)(=O)C3)n2)cc1C (stereo not drawn)
-22	-6	-3	98	83	-10	94	-9	22	-11	-21	COC(=O)c1ccc2c(c1)NC(=O)C(N1CCCCC1)S2 (stereo not drawn)
-17	0	0	98	91	-4	96	-2	20	-3	-3	CCc1cc2ccccc2nc1Cl
-12	-4	-5	100	99	-3	102	-7	10	-7	-6	OC(COc1ccc(CNCCc2ccccc2F)cc1)CN1CCCCC1 (stereo not drawn)
-6	0	-3	103	104	-3	101	0	14	0	-5	CCN=C1SC(CC(N)=O)C(=O)N1CC (stereo not drawn)
3	-2	0	98	101	-1	102	-4	15	-6	-7	Cc1cccc(NC(=O)Nc2cc(C)cc(C)n2)c1
-8	-5	-6	100	100	-6	100	-8	3	-7	-2	Cc1ccc(N2C(=O)NC(C(F)(F)F)(C(F)(F)F)C3=C2CC(C)(C)CC3=O)cc1
5	-7	-3	103	103	-18	104	-10	25	-11	-26	CCOC(=O)C1(c2ccccc2)NC(c2ccccc2C)C2C(=O)N(c3ccc4c(c3)OCO4)C(=O)C21 (stereo not drawn)
-13	-1	0	97	101	-7	105	-2	25	-6	-10	O=C(c1ccc(CS(=O)(=O)c2c(Cl)cccc2Cl)o1)N1CCCC1
-19	-4	-5	92	95	-7	97	-7	19	-4	-18	COc1ccccc1C1C2=C(CC(C)(C)CC2=O)Nc2nnnn21 (stereo not drawn)
-20	-8	-3	99	101	1	98	-3	18	-1	1	Cc1nc(CCNC(=O)CC2C(=O)NCCN2Cc2ccc(F)cc2)sc1C (stereo not drawn)
19	0	3	99	101	2	103	3	17	-24	11	O=[N+]([O-])C(=C1Nc2ccccc2N1)/C(Cl)=C(/Cl)Br

Following part:
Mcl1-Bid inh	Bim-Mcl-1	Bcl-W Bim block	RGS7-Gao reg	RGS4-Gao reg	Bcl-2 Bim block	RGS8-Gao	Bcl-XL Bim block	GSH bead fluor	Bim-Bcl-B	Bim-Bfl-1	SMILES
-6	-3	-1	-16*	-44*	-14	6.7*	-9	33	-11	-11	Cc1cc(C)c(-c2cc(NC(=O)CSc3n[nH]c(N)n3)n(-c3ccccc3)n2)cc1C
-11	-2	-2	102	100	0	101	-2	15	-4	-5	COc1ccc(Nc2ccc(N3C(=O)CC(C)C3=O)cc2[N+](=O)[O-])cn1 (stereo not drawn)
-23	-4	-5	106	105	-4	104	-6	10	-5	-8	CCOC(=O)C1(Cc2cccc(Cl)c2)CCCN(C2CCN(C(C)=O)CC2)C1 (stereo not drawn)
-17	3	4	94	93	0	99	-4	5	-1	-6	COc1ccc(NC(=O)COc2ccccc2C#N)c(S(=O)(=O)N2CCCCC2)c1
-11	-4	-2	103	101	-2	103	-7	7	-6	-1	Cc1ccc(NC(=O)COC(=O)/C=C/c2cccs2)c(C)c1
35	-2	-3	99	99	-2	101	-2	28	-5	-2	CC1CCC(C(C)C)C(OCC(O)CN2CCN(Cc3ccccc3)CC2)C1 (stereo not drawn)
-8	2	0	98	100	2	102	3	14	2	-2	Cc1ccc(N2CCN(c3cc(C)nc4nc(C)nn34)CC2)c(C)c1
17	-8	-2	102	91	-4	93	-2	13	-3	0	N#Cc1c(N)n(CCNC(=O)c2ccc(Cl)cc2)c2nc3ccccc3nc12
-117	-5	1	101	96	-1	97	-8	8	-9	9	Cc1cc(C)nc(N/N=C/C2=C(N3CCOCC3)C(=C\c3ccc(Cl)cc3)/CC2)n1
-17	0	6	109	100	0	101	1	15	-2	2	NC(=O)c1ccsc1N
2	0	0	99	102	4	102	-4	8	1	-1	Cc1ccc(C(C)C)cc1OCCCCN1CCCC1
8	-6	-7	101	101	-14	98	-8	28	-5	-2	Cc1cccc(-c2nnc(SCC#N)n2-c2cccc(Cl)c2)c1
-31	-3	-4	101	99	0	96	2	14	-4	1	Cc1ccc(NC(=O)CCSc2nnc3ccccn23)cc1
-40	-1	0	94	95	-2	96	1	10	-1	-2	O=C(Nc1ccccc1Cl)c1cc(S(=O)(=O)N2CCCCC2)ccc1N1CCOCC1
7	5	2	98	104	-4	101	-9	53	-2	-7	COc1ccc(CCNC2CC(=O)N(CCc3ccc(OC)c(OC)c3)C2=O)cc1OC (stereo not drawn)
0	-1	-4	93	97	-2	99	-2	9	-2	-7	Cn1ccnc1C1CCCCN1Cc1nc(-c2ccc(Cl)cc2)no1 (stereo not drawn)
0	1	2	95	93	4	93	0	12	4	4	CC(=O)c1ccc(NS(=O)(=O)c2ccc(N)cc2)cc1
-48	-3	-5	103	100	-8	100	-6	13	-8	-2	COc1ccc(CC(=O)Nc2nc(-c3ccncc3)cs2)cc1
8	-1	-4	100	100	-3	102	-3	37	-2	-2	CCCc1oc2c(c(=O)c1CC)C(=O)CC(C)(C)C2

Five records picked at random from those above, as already listed:
Mcl1-Bid inh	Bim-Mcl-1	Bcl-W Bim block	RGS7-Gao reg	RGS4-Gao reg	Bcl-2 Bim block	RGS8-Gao	Bcl-XL Bim block	GSH bead fluor	Bim-Bcl-B	Bim-Bfl-1	SMILES
-19	-4	-5	92	95	-7	97	-7	19	-4	-18	COc1ccccc1C1C2=C(CC(C)(C)CC2=O)Nc2nnnn21 (stereo not drawn)
35	-2	-3	99	99	-2	101	-2	28	-5	-2	CC1CCC(C(C)C)C(OCC(O)CN2CCN(Cc3ccccc3)CC2)C1 (stereo not drawn)
-11	-2	-4	88	82	-2	97	-3	10	-7	0	O=C(N/N=C/c1ccncc1)c1ccc(-n2cccc2)cc1
-5	0	-3	92	93	-3	96	-3	17	-3	-1	COC(=O)CCc1c(C)nn(-c2ccccc2)c1C
19	0	3	99	101	2	103	3	17	-24	11	O=[N+]([O-])C(=C1Nc2ccccc2N1)/C(Cl)=C(/Cl)Br
